# Screening data (PubChem BioAssay)
# PPARg SRC1 recr = PPARgamma agonists recruiting SRC-1 coactivator, primary screen, biochemical; 200,000 compounds, 0.41% hits; PPARgamma-SRC-1 coactivator recruitment biochemical assay; activation, % at 8 µM; in the data active = activation above about 19%;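 also: 0% = DMSO and 100% = reference agonist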
# Target sequence (P37231 whole entry, looked up): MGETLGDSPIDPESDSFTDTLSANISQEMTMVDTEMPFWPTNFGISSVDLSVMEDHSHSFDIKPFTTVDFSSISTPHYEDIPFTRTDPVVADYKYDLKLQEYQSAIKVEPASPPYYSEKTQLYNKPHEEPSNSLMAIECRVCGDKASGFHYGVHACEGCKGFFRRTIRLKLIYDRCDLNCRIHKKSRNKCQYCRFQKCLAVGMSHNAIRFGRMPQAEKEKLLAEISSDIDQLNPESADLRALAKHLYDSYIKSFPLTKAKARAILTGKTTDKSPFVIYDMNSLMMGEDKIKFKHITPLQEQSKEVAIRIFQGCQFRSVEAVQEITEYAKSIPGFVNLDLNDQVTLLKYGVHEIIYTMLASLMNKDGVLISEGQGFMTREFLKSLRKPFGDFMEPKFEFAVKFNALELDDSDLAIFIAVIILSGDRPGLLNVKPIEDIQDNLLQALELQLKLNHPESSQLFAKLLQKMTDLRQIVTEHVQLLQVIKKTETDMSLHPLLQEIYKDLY
# TNAP act hiacc = TNAP activators at high phosphate acceptor level, primary screen, biochemical, luminescence, uHTS; Alkaline phosphatase, tissue-nonspecific isozyme (Homo sapiens), P05186; purified TNAP, CDP-star luminescence, 1 M DEA, 30 min; hits give high values; 0 = EDTA background, 1 = DMSO-only activity; activation factor at 20 µM; 200,000 tested, under 10 active; AID 1136, 2008;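 active = activation factor at least 2 at 20 µM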
# Target sequence (P05186 whole entry, looked up): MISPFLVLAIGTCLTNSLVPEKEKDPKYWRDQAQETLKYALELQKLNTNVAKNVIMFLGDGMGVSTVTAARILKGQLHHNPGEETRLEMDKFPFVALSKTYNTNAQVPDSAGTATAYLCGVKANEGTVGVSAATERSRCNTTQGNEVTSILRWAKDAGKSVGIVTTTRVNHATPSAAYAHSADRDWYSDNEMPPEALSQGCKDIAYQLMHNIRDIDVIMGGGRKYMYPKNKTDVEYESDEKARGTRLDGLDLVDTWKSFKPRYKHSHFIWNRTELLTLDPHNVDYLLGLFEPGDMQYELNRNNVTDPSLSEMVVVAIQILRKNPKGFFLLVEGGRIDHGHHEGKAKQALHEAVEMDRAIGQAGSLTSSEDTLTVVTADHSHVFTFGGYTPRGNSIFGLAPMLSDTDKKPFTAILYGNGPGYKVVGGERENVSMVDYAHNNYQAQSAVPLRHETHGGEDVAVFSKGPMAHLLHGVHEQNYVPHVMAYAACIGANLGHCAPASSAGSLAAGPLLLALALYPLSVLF
#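 Assay system: human TNAP; Input: enzyme diluted 1/800 final; Reagent: CDP-star luminogenic substrate at 100 µM final; Timing: 30 min, room temperature; Signal: luminescence; Evaluation: TNAP activation factor scaled between EDTA and DMSO control wells.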
# PPARg SRC2 recr = agonists of PPARg-SRC-2 recruitment, primary screen, biochemical, HTS; Peroxisome proliferator-activated receptor gamma (Homo sapiens), P37231; PPARgamma LBD-SRC-2 recruitment; activation, % at 8 µM; 200,000 compounds, 0.34% hits; AID 1032, 2008; in the data active = activation above about 22%;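 also: 0% = vehicle and 100% = reference agonist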
# Efa HMGR inh = inhibitors of E. faecalis class II HMGR, primary screen, biochemical, Enterococcus faecalis. inhibition, % at 10 µM. HMG-CoA reductase (Enterococcus faecalis, mvaE). purified E. faecalis HMGR, NADPH absorbance 340 nm kinetic. 190,000 compounds, 0.41% hits;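 active = inhibition above a set limit, the median over all tested compounds plus 3 SD, cut at about 9.5% in these data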;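 also: enzyme runs in reverse so mevalonate oxidation gives rising NADPH absorbance; 0% = complete reaction with DMSO and 100% = background rate lacking mevalonate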
# SRC2 TRFRET art = TR-FRET signal artefacts, primary screen, artefact control for PPARgamma SRC-2 agonist project, biochemical. TR-FRET artefact counter-screen; hits give high values. TR-FRET ratio at 8 µM. 200,000 compounds, 0.4% hits; in the data active = TR-FRET ratio above about 2000; also: inactives centre near 1500
# TNAP inh hiacc = human TNAP enzyme inhibitors, primary screen, biochemical, luminescent, high phosphate acceptor level, uHTS. Alkaline phosphatase, tissue-nonspecific isozyme (Homo sapiens), P05186. purified TNAP, CDP-star luminescence, 1 M DEA. inhibition, % at 20 µM. 200,000 compounds, 0.03% hits;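 active = over 50% inhibition of tissue-nonspecific alkaline phosphatase at 20 µM in the single-dose screen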;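 also: plate controls were DMSO wells for no effect and EDTA-quenched wells as full inhibition for full effect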
# TNAP inh no acc = human TNAP enzyme inhibitors, primary screen, biochemical, luminescent, no phosphate acceptor, uHTS; inhibition, % at 20 µM; 200,000 compounds, 0.26% hits; AID 1012, 2008; Alkaline phosphatase, tissue-nonspecific isozyme (Homo sapiens), P05186; purified TNAP, CDP-star luminescence, 30 min;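 active = tissue-nonspecific alkaline phosphatase inhibition above about 50% at 20 µM in the single-dose screen, limit read from the data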;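 also: 0% = DMSO negative control and 100% = EDTA positive control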
# PPARg SRC-3 ag = PPARgamma agonists recruiting SRC-3 coactivator, primary screen, biochemical. Peroxisome proliferator-activated receptor gamma (Homo sapiens), P37231. biochemical PPARgamma/SRC-3 coactivator recruitment assay. activation, % at 8 µM. 200,000 compounds, 0.26% hits; in the data active = activation above about 23%;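 also: 0% = DMSO and 100% = reference agonist; some compounds past the cut are filed as inactive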
# bIAP activator = bovine intestinal alkaline phosphatase activators, primary screen, biochemical, bovine IAP, CDP-star luminescence. activation factor at 20 µM. 200,000 compounds, 0.17% hits. alkaline phosphatase, intestinal [Bos taurus]. purified bovine IAP, 30 min; hits give high values; fold of DMSO-control signal, blank-subtracted;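 active = activation factor of 2 or more at 20 µM, a signal rise over negative controls twice the positive control's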
# bIAP inhibitor = bovine intestinal alkaline phosphatase inhibitors, primary screen, selectivity assay for TNAP inhibitor project, biochemical, bovine IAP, CDP-star luminescence; alkaline phosphatase, intestinal [Bos taurus]; 190,000 tested, under 10 active; purified bovine IAP, 30 min; inhibition, % at 20 µM; AID 1019, 2008;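 active = over 50% inhibition of intestinal alkaline phosphatase at 20 µM in the single-dose screen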
#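 test system = bovine IAP enzyme | medium = DEA buffer 100 mM, pH 9.8, with MgCl2 1.0 mM, ZnCl2 0.02 mM | detection = luminescence | dosing = single compound dose of 20 µM, 2% DMSO final | incubation = 30 min reaction at room temperature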
# * marks the source's active call; other numbers are inactive results; x = not tested or not shown.
SMILES,PPARg SRC1 recr,TNAP act hiacc,PPARg SRC2 recr,Efa HMGR inh,SRC2 TRFRET art,TNAP inh hiacc,TNAP inh no acc,PPARg SRC-3 ag,bIAP activator,bIAP inhibitor
Cc1cccc(NC(=O)CSc2nnc(-c3ccco3)c(-c3ccco3)n2)c1,7.2,1,8.6,-5.9,1555,0.4,-2.6,4.3,0.8,17.5
Cc1nn(Cc2ccc(C(=O)N3N=C(C(F)F)CC3(O)C(F)F)cc2)c(C)c1[N+](=O)[O-] (stereo not drawn),-7.1,1,4.0,3.6,1650,-1.7,-8.1,5.4,1,-1.4
O=C(Nc1ccc(F)cc1)c1ccccc1NS(=O)(=O)N1CCCC1,-1.4,1,-4.7,-5.7,1499,0.4,0.6,0.5,1,4.3
O=C(NCC1CCCO1)C(=O)c1c[nH]c2ccccc12 (stereo not drawn),6.3,1,1.2,-2.5,1463,-1.5,-8.0,2.5,0.9,10.8
Cc1ccc(-c2cc(-c3ccccc3)nc(N/N=C/c3cccnc3)n2)cc1,-3.4,x,-4.1,x,1506,x,x,2.4,x,x
COc1ccc(NC(=O)C(=O)NNC(=O)c2cccs2)c(OC)c1,1.1,1,6.7,0.0,1457,-1.1,-96.3,6.1,1.2,-24.4
COC(=O)c1ccc(CSc2nnc(N)s2)cc1,-12.4,1.1,-1.7,-2.1,1326,-6.6,-10.5,-1.2,0.8,15.4
CCOC(=O)c1cccc(NC(=O)CSc2nnc(C)n2Cc2ccccc2)c1,9.5,1,7.4,-3.9,1602,1.6,-1.1,3.1,1,0.9
CCN(CC)C(=O)c1n[nH]c(=O)c2ccccc12,-4.3,1,4.5,-0.8,1521,-4.7,-12.6,1.1,1.1,-6.3
COc1ccccc1NS(=O)(=O)c1cccc(N=C2N=C(N)c3ccccc32)c1,-8.1,1,-0.6,-8.4,1434,1.0,-0.5,-4.0,1,-1.0
CC(C)(C)c1ccc(C(=O)CS(=O)(=O)c2ccccc2)cc1,0.3,1,1.7,-3.3,1462,2.2,-3.7,10.8,0.9,10.7
CCOc1cc(N2CCOCC2)c(OCC)cc1NC(=O)CN1C(=O)C2C3C=CC(C3)C2C1=O (stereo not drawn),1.7,1,0.7,2.8,1463,-3.5,-8.2,3.8,1,-4.1
O=C(NC(Cc1ccccc1)C(=O)O)/C(=C/c1ccc(Cl)cc1)NC(=O)c1ccccc1 (stereo not drawn),2.1,1,0.1,-2.4,1356,-1.0,0.1,2.4,1,0.4
CCOCCCNC(=S)N1CCCC(c2nc3ccc(C)cc3[nH]2)C1 (stereo not drawn),-0.2,1.1,-0.3,-1.1,1563,-6.0,-9.6,2.5,0.8,15.3
Cc1nc(NC(=O)COC(=O)C2=NNC(=O)CC2)c(Cl)cc1Cl,-0.6,1,5.2,-0.6,1651,-3.6,-8.6,0.6,1,2.0
Cc1ccc(N=c2c([N+](=O)[O-])nn(-c3ccccc3)n2O)c(C)c1,-4.1,1,7.1,-1.0,1456,3.5,-1.7,-0.6,0.8,20.6
COc1ccccc1CNC(=O)c1ccc2nc3[nH]c4ccccc4c3nc2c1,2.2,1,-0.3,0.4,1741,0.7,2.7,-0.5,0.8,16.7
CCN(CC)S(=O)(=O)c1ccc(NC(=O)[C@@H](NC(=O)c2cc(OC)cc(OC)c2)C(C)C)cc1,18.6,1,9.3,-3.0,1650,-4.4,-17.6,1.1,1,-0.2
Cc1cc(F)ccc1S(=O)(=O)N1CCCOC1CNC(=O)C(=O)NCc1ccco1 (stereo not drawn),-2.2,1,6.1,2.0,1634,-2.1,-4.3,-0.9,0.9,12.7
COc1ccc(CCNc2oc(-c3ccco3)nc2C#N)cc1,-3.1,1,-3.4,-0.1,1486,-3.8,-10.2,-3.3,0.9,7.7
CC(C)CN(C(=O)COC(=O)c1ccccc1Sc1ccccc1C#N)C1CCS(=O)(=O)C1 (stereo not drawn),9.7,1,6.6,-1.4,1533,-3.7,5.2,4.5,0.9,6.0
CCC(C)c1ccccc1NC(=O)COC(=O)C1=COCCO1 (stereo not drawn),5.2,1,-0.3,-14.2,1498,-1.2,-12.3,3.0,1.2,-16.1
CCOC(=O)/C=C/c1cnn(-c2ccccc2)c1,-5.9,1,-2.0,-1.5,1464,-2.4,-5.8,-4.0,1,-0.4
CN(c1ccc(C(=O)Nc2cccc([N+](=O)[O-])c2)cc1)S(C)(=O)=O,7.5,1,-0.9,-2.0,1565,-0.3,-11.4,-3.5,0.9,13.3
C=CCn1c(CCc2cc(C(C)(C)C)c(O)c(C(C)(C)C)c2)n[nH]c1=S,12.2,1,5.4,0.6,1755,3.2,-43.8,1.7,0.8,21.8

# (further entries)
SMILES,PPARg SRC1 recr,TNAP act hiacc,PPARg SRC2 recr,Efa HMGR inh,SRC2 TRFRET art,TNAP inh hiacc,TNAP inh no acc,PPARg SRC-3 ag,bIAP activator,bIAP inhibitor
Oc1c(C(c2ccco2)N2CCN(C(c3ccccc3)c3ccccc3)CC2)sc2ncnn12 (stereo not drawn),1.2,1,-9.5,-11.4,1457,-1.0,-14.8,5.2,1.3,-26.0
COc1ccc(/C=C(\NC(=O)c2ccc(OC)c(OC)c2)C(=O)NCCc2c[nH]c3ccccc23)cc1,2.0,1,-2.9,0.8,1569,-4.3,2.6,9.4,1,3.8
COc1ccc(C(C(=O)NC(C)(C)C)N(C(=O)CNC(=O)c2cccs2)c2ccc(C)cc2)cc1OC (stereo not drawn),5.2,1.1,3.1,-8.2,1523,-7.8,-11.4,12.7,1,-3.7
Cc1ccc(C(=O)NCCc2nnc3ccc(SCC(=O)Nc4cc(C)on4)nn23)cc1,-0.7,1,-5.0,-1.0,1608,4.7,3.1,-7.5,1.1,-5.7
CS(=O)(=O)N(CC(=O)NC1CCCC1)c1ccc2c(c1)OCCO2,-8.8,1,-9.9,-1.0,1188,-3.4,-8.8,-6.2,1,2.6
O=C(NCCCN1CCOCC1)c1ccccc1,-0.2,1.1,-0.2,-7.0,1538,-6.8,-14.1,-1.3,0.9,14.5
O=C(NCC(=O)N(Cc1ccco1)C(C(=O)NC1CCCC1)c1ccncc1)c1cccs1 (stereo not drawn),-1.0,1,-0.8,-2.3,1474,-1.3,-10.0,-9.2,0.5,x
Clc1cccc(Oc2ncccn2)c1,2.3,1.1,11.1,-2.8,1831,-5.8,-12.8,1.2,0.8,18.0
CCc1ccc(-c2nc(CS(=O)CC(=O)NCc3cccnc3)c(C)o2)cc1 (stereo not drawn),0.1,1,-2.2,3.1,1464,1.0,-5.7,-5.4,1,-0.1
Cc1ccc(Cn2nnc(C(=O)Nc3cc(C)ccc3C)c2N)cc1,3.9,1,11.7,0.5,1491,-0.8,-8.7,9.0,1.2,-18.8
COC(=O)c1ccc(N=Cc2c(-c3ccccc3)[nH][nH]c2=O)cc1,13.9,1,6.7,1.7,1560,1.2,-92.9,-0.3,1.1,-11.2
CCCCn1c(N2CCC(Cc3ccccc3)CC2)nc2c1c(=O)[nH]c(=O)n2C,-0.8,1,-4.3,-3.8,1318,-0.2,-5.1,-10.0,1.2,-20.3
COc1cc2c(cc1NC(=S)NC(=O)/C=C/c1ccc(OC)c(OC)c1)oc1ccccc12,-11.3,1,-11.1,-7.4,1358,-2.8,-15.9,3.6,1.1,-6.8
COc1ccc(-c2nc(NC(=O)C3CC(=O)N(c4ccc5c(c4)OCCO5)C3)sc2C)cc1 (stereo not drawn),8.4,1.1,-0.8,-0.2,1492,-6.9,-6.8,-0.5,0.9,9.2
CCn1ccc(C(=O)Nc2ccc(S(=O)(=O)Nc3ccccc3OC)cc2)n1,-2.0,1,2.5,-2.5,1498,-3.4,-4.2,-2.3,1,-1.0
Cc1onc(-c2ccccc2Cl)c1C(=O)Nc1ccc(-n2nncc2-c2ccco2)cc1,-10.1,1,-3.4,-12.2,1388,-2.6,-12.5,-5.3,1.1,-6.8
O=C(O)CSc1ncnc2sc3c(c12)CCCC3,-1.7,1.1,-0.1,-10.0,1544,-6.5,-3.5,2.7,1,-3.3
CCNC(=O)CN(c1ccc(OC)c(OC)c1)S(=O)(=O)c1ccccc1,-4.9,1,3.5,-2.2,1594,2.6,-4.6,3.4,0.9,9.0
CCOC(=O)c1csc(NC(=O)c2ccccc2)n1,2.2,1,15.5,1.5,1599,-4.2,-13.9,1.1,0.9,12.0
COc1ccccc1NC(=S)N1CCN(C(=O)c2ccco2)CC1,-3.6,1,-1.2,-3.9,1572,-4.9,-9.6,-4.4,1,4.0
N#Cc1ccccc1Sc1ccccc1C(=O)OCC(=O)NC1CCS(=O)(=O)C1 (stereo not drawn),1.3,1,3.8,3.8,1498,0.8,-3.9,0.1,1.1,-14.2
Brc1ccc(C2=Nn3c(nnc3-c3ccncc3)SC2)cc1,-0.2,x,-0.1,x,1477,x,x,-6.0,x,x
Cc1cccc(N2CCN(C(=S)NCCc3ccccc3)CC2)c1C,8.2,0.9,7.5,2.2,1470,5.5,-19.6,1.9,1,-0.2
COc1ccc(C(=O)Cn2nnc(-c3ccccc3NC(=O)C(F)(F)F)n2)cc1,0.8,1,-3.7,-2.2,1334,-2.8,1.3,-12.1,0.9,8.2
O=C(c1ccc2ccccc2n1)N1CCN(c2ccccc2Cl)CC1,5.0,1,0.3,-9.1,1697,-4.9,-7.8,1.3,1.1,-5.7
O=C(c1snnc1-c1ccccc1)N1CCOCC1,-6.3,1,-6.6,-2.0,1473,-3.7,-2.2,-1.7,1,3.5
CCOc1ccc2nc(N/C(N)=N/C(=S)Nc3ccc(OC)cc3)nc(C)c2c1,-2.6,1,6.2,-0.2,1669,1.0,-6.4,-2.2,1.1,-11.4

# A draw from above in order of length of the SMILES, falling:
SMILES,PPARg SRC1 recr,TNAP act hiacc,PPARg SRC2 recr,Efa HMGR inh,SRC2 TRFRET art,TNAP inh hiacc,TNAP inh no acc,PPARg SRC-3 ag,bIAP activator,bIAP inhibitor
COc1ccccc1CNC(=O)c1ccc2nc3[nH]c4ccccc4c3nc2c1,2.2,1,-0.3,0.4,1741,0.7,2.7,-0.5,0.8,16.7
CCOCCCNC(=S)N1CCCC(c2nc3ccc(C)cc3[nH]2)C1 (stereo not drawn),-0.2,1.1,-0.3,-1.1,1563,-6.0,-9.6,2.5,0.8,15.3
CCOC(=O)/C=C/c1cnn(-c2ccccc2)c1,-5.9,1,-2.0,-1.5,1464,-2.4,-5.8,-4.0,1,-0.4
